Screens deposited in PubChem BioAssay by The Scripps Research Institute Molecular Screening Center.
PRMT1 FP inh: blocks human protein arginine methyltransferase 1 | hit rate 1.3% among 370,000 | inhibition, % at 2.79 µM | Q99873 | recombinant PRMT1, activity-based probe fluorescence polarization;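 active = inhibition above about 21% made by adding two undisclosed values, limit read from the data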
proKLK7 act: activators of human kallikrein-7 zymogen. purified proKLK7, EDANS-DABCYL substrate fluorescence; 100% is mature enzyme control, 0% vehicle. hit rate 0.9% among 370,000. AID 652039. P49862. activation, % at 7 µM;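 active = activation above the mean of all tested compounds plus 3 SD, computed per campaign excluding outliers beyond control limits, cut at about 13% in these data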
LEDGF integ inh: blocks HIV-1 LEDGF/p75-dependent DNA integration | TR-FRET IN-LEDGF/p75 DNA integration, Eu/Cy5 | inhibition, % at 3.7 µM | hit rate 0.64% among 370,000 | AID 743269;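 active = inhibition above the screen-wide mean plus 3 SD, cut at about 13% in these data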;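 note: signal is the Cy5 over europium emission ratio at 671 and 618 nm; 0% = plate median of compound wells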
UHRF1 binding: blocks human UHRF1 binding to methylated DNA; UHRF1 binding to methylated oligo, TR-FRET; AID 687016; hit rate 0.75% among 370,000; Q96T88; inhibition, % at 4.4 µM; in the data active = inhibition above about 21%;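 note: UHRF1 SRA domain binding a hemimethylated CpG hairpin DNA probe; 0% = median of test compound wells and 100% = reference inhibitor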
MBD2 inh: inhibitors of human MBD2 binding to methylated oligonucleotide; inhibition, % at 4.4 µM; TR-FRET; Q9UBB5; hit rate 0.31% among 370,000; AID 686964; in the data active = inhibition above about 13%
SIAE primary: inhibitors of human sialic acid acetylesterase SIAE. inhibition, % at 9.66 µM. hit rate 0.69% among 370,000. SIAE FP-Rh probe binding, fluorescence polarization;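 active = inhibition above a cutoff: mean of compounds within the control limits plus 3 SD of those, cut at about 17% in these data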;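 note: 0% = plate median of compound wells and 100% = probe without SIAE protein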
TCR-CD3 inh: inhibitors of human TCR-CD3 interaction; TAMRA-labeled TCR probe fluorescence, biochemical; inhibition, % at 9.4 µM; hit rate 0.37% among 360,000; in the data active = inhibition above about 19%;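 note: recombinant mutant TCR 2C K166C tagged with TAMRA read by polarization; 0% = receptor in buffer alone and 100% = receptor with positive control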
TDP2 inh: TDP2 (human) inhibition, absorbance primary screen; inhibition, % at 12.8 µM; recombinant TDP2, T5PNP hydrolysis, p-nitrophenol absorbance 415 nm; hit rate 0.34% among 370,000;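 active = inhibition above the mean of all tested compounds plus 3 SD, set per campaign, cut at about 25% in these data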;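 note: 0% = DMSO with enzyme and 100% = buffer with substrate but no TDP2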
Target sequence (O95551 whole entry, looked up): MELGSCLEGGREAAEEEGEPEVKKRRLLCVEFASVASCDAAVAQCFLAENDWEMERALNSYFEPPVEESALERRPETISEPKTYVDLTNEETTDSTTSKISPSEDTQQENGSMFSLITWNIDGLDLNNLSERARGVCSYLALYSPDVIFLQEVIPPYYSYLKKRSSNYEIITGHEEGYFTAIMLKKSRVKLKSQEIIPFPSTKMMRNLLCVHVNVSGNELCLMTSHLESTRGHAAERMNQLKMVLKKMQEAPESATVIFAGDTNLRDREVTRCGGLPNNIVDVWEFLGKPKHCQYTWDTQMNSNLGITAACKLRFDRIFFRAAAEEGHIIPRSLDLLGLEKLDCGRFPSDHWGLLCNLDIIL
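Assay system: recombinant human TDP2 / Reagent: T5PNP substrate at 5 mM, a TopII-DNA adduct mimic / Measured by: epi absorbance from released p-nitrophenol / Evaluation: % inhibition relative to enzyme-containing and enzyme-free wells / Control set: enzyme-free and DMSO wells / Replicates: each compound tested once, singlicate / Schedule: enzyme reaction with compound for 2 h at 37 °C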
Tn7 DDE FP: DD(E)-Tn7 binding inhibition, primary FP screen; P02675; FP displacement of FITC-Tn7 peptide from fibrin DD(E); 0% = median of compound wells per plate; inhibition, % at 8.3 µM; hit rate 0.13% among 370,000; AID 720508;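 active = inhibition above the mean of compounds falling within the control limits plus 3 SD of them, cut at about 14% in these data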;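 note: 0% = plate median of compound wells and 100% = 10 µM Aha-Tn7 peptide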
Target sequence (P02675 whole entry, looked up): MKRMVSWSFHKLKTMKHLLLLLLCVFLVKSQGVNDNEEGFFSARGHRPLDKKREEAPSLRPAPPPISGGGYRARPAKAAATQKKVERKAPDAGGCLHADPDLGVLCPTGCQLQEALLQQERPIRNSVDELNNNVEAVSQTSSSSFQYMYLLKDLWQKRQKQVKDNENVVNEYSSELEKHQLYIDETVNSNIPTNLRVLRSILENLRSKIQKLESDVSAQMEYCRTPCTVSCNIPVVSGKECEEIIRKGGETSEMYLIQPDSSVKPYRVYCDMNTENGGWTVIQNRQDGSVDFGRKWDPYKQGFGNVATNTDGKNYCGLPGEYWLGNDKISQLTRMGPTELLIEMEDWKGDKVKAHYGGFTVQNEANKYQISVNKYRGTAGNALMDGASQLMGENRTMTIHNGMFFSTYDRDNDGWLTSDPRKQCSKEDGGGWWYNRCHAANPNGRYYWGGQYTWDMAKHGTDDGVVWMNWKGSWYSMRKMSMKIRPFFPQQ
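Assay system: human fibrin DD(E) protein / Input: 2 µM fibrin DD(E) / Benchmarks: high control of 10 µM Aha-Tn7 peptide / Measured by: fluorescence polarization of the labelled Tn7 tracer / Medium: Tris buffer with calcium and detergent, pH 7.8 / Timing: 10 min compound pre-incubation, 3 h probe incubation at room temperature / Repeats: one replicate per compound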
Tn6 DDE FP: inhibitors of Tn6 peptide binding to human fibrin DD(E); AID 720509; P02675; hit rate 0.21% among 370,000; Fibrin DD(E) TRITC-Tn6 fluorescence polarization displacement; inhibition, % at 8.3 µM;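 active = inhibition above a per-campaign cutoff: mean of compounds within control limits plus 3 SD, cut at about 15% in these data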;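 note: 0% = median of all compound wells on the plate and 100% = blocking peptide control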
* marks the source's active call; other numbers are inactive results; . = not tested or not shown. The order is random, and some 4.6% of all compounds hit somewhere here.

SMILES	PRMT1 FP inh	proKLK7 act	LEDGF integ inh	UHRF1 binding	MBD2 inh	SIAE primary	TCR-CD3 inh	TDP2 inh	Tn7 DDE FP	Tn6 DDE FP
Cc1ccc(S(=O)(=O)c2cccc(S(=O)(=O)N3CCCC3)c2)cc1S(=O)(=O)N1CCCC1	-2	0.8	6	12	3	-10	0	-1	1	-9
COc1ccc(S(=O)(=O)n2ccc(-c3ccc4c(c3)CCC(C)(C)O4)n2)cc1	-4	0.2	3	4	1	-3	-7	1	1	1
COc1cc(OC)cc(C(=O)NC2CC3CCC(C2)N3C)c1 (stereo not drawn)	3	-0.9	1	4	4	13	-3	3	7	2
O=C(CSc1nnc(NC2CCCCC2)s1)Nc1ccc(N2CCOCC2)cc1	-4	0.2	1	-1	4	3	4	3	1	-6
C=CCC1(CC=C)CCCN1C(=O)C1CCC(=O)N(CCc2ccccc2)C1 (stereo not drawn)	4	0.2	-6	1	-2	0	-5	-8	-1	2
O=C(Nc1ccccc1C(F)(F)F)N1CCCC1c1cccnc1 (stereo not drawn)	2	0.1	-3	-1	0	6	-5	4	5	5
COc1ccc(C(=S)N2CCNCC2)cc1	1	-0.3	2	3	-4	2	-6	0	-3	-6
CCCC(C(=O)NCc1ccco1)N(C(=O)CNS(=O)(=O)c1ccccc1)C1CCCC1 (stereo not drawn)	-2	0.1	3	-2	-1	3	9	5	-1	1
Cc1ccc(OCC(O)CNC2CCCC2)c(C)c1 (stereo not drawn)	7	-0.3	-6	0	3	-1	-6	-8	-1	0
CC1(C)Cc2ccccc2-c2nc(NCCCO)n(-c3ccccc3)c(=O)c21	1	15*	-2	-3	2	2	0	17	5	4
O=C1CC(NCc2ccco2)C(=O)N1CCc1ccccc1 (stereo not drawn)	-1	0.8	-2	-4	-2	1	1	0	-1	1
S=C(NCCN1CCOCC1)Nc1ccc(Cl)cc1	0	0.0	1	-1	-1	11	2	5	-4	-3
O=C1CN(C(=O)CSc2nc3ccccc3n2CCc2ccccc2)c2ccccc2N1	3	-0.1	-2	3	3	-6	-4	11	-6	-6
S=c1[nH]nc(-c2ccncc2)n1/N=C/c1ccccc1Cl	-3	-0.4	0	-1	-5	3	9	3	2	3
Cc1[nH]nc2c1C(c1cccs1)C(C#N)=C(N)O2 (stereo not drawn)	-3	-0.5	2	-3	-1	6	4	1	0	0
COc1ccccc1N=C(C)C1=C(O)COC1=O	-2	0.3	3	-4	-5	9	4	-6	-5	-6
CCN1CCC(N2CCN(c3ccccc3OC)CC2)CC1	-2	0.0	-1	2	5	4	-4	2	-2	-5
COC(=O)CCSCC(=O)Nc1ccc(C)c(S(=O)(=O)N2CCCCC2)c1	1	0.2	-1	-2	-3	1	-5	6	3	1
C=CCc1c(C)nc(-c2ccccc2)nc1N/N=C(\C)c1ccccc1	-1	-0.3	2	-1	-5	4	7	3	-8	-4
CCOc1ccc(N(C)S(=O)(=O)c2ccc(C)c(C(=O)Nc3nnc(C4CC4)s3)c2)cc1	-2	-0.2	-1	-2	0	5	7	-3	9	2
O=C(NCCc1ccccc1)C1CCCN(S(=O)(=O)c2cnc[nH]2)C1 (stereo not drawn)	-7	-0.4	-2	1	-2	2	4	10	4	0
COc1ccc(N2C(c3cc(OC)cc(OC)c3)=Cc3ccccc3C2CC(C)=O)cc1 (stereo not drawn)	4	-9.9	0	16	1	4	-4	0	8	6
Cc1cccn2c(=O)c(C=NCCO)c(Nc3ccc(Cl)cc3)nc12	-2	-0.2	-2	0	-2	9	4	5	0	8
Cc1ccc(-c2csc(NC(=O)C3=COCCO3)n2)cc1C	-1	0.4	-2	-2	1	-9	5	-5	1	3
COc1cccc(-n2c(=S)sc3c(=O)n(-c4ccccc4OC)c(SCC4OCCO4)nc32)c1	-2	-0.1	-3	-2	-1	9	-2	-7	-4	-1
Next results follow.
SMILES	PRMT1 FP inh	proKLK7 act	LEDGF integ inh	UHRF1 binding	MBD2 inh	SIAE primary	TCR-CD3 inh	TDP2 inh	Tn7 DDE FP	Tn6 DDE FP
O=C(Oc1c(Cl)cc(Cl)c2cccnc12)c1cccs1	-2	-0.3	-1	-4	-2	10	-5	13	1	4
Cc1sc(NC(=O)c2cc(-c3ccc(Cl)cc3)nc3ccccc23)c(C(N)=O)c1C	4	-1.5	6	2	2	-28	1	-12	-3	-1
CCn1cnc2c(oc3ccccc32)c1=O	-4	-0.5	6	6	3	20*	0	1	0	-2
CCNC(=O)C/C(C)=N/NC(=O)C(=O)Nc1ccc(CC)cc1	-2	-0.5	3	-7	0	2	0	18	4	3
COc1cc(C(=O)O/N=C2\C=CC(=O)C=C2C)cc(OC)c1OC	7	-0.3	-1	1	2	-9	1	-2	-4	3
Cc1ccc(S(=O)(=O)CCC(=O)OCC(=O)NC2CCS(=O)(=O)C2)cc1 (stereo not drawn)	1	0.7	-3	-1	-1	4	1	-5	0	-3
Cc1c(NC(=O)COC(=O)C2=COCCO2)cccc1[N+](=O)[O-]	1	-0.1	-1	-1	1	6	-6	10	-5	-9
O=C(NCCS(=O)(=O)N1CCN(c2ccc(F)cc2)CC1)C12CC3CC(CC(C3)C1)C2	-8	0.4	0	-1	6	-4	1	5	0	-6
COC(=O)C1N[C@@H]([C@@H](NC(=O)COc2ccccc2)C(=O)NCc2ccsc2)SC1(C)C (stereo partly drawn)	0	-0.4	2	-2	2	2	3	1	-9	12
COC(=O)CCC(=O)Nc1ccc(NC(=O)CCC(=O)OC)cc1	0	0.9	-1	1	0	5	6	5	-4	1
CCC(CC)C(=O)Oc1c(Sc2ccccc2[N+](=O)[O-])c(C)nn1C(C)(C)C	3	0.4	-1	-1	5	-3	-7	7	-5	-2
O=C(O)CN1C(=O)CC(Cc2ccc(Cl)cc2)C1=O (stereo not drawn)	0	0.1	0	1	0	-4	4	7	1	-3
Cc1ccc(-n2c(CCC(=O)O)ccc2-c2cccs2)cc1C	32*	0.0	0	-2	1	2	-4	-8	9	0
COC(=O)C1CN(Cc2cn(Cc3ccccc3)nn2)CCS(=O)(=O)N1Cc1ccc(Cl)cc1 (stereo not drawn)	-2	0.6	2	1	-3	-1	.	6	-7	2
Cc1cc(C)cc(-n2ncc3c2CCCC3NC(=O)c2ccccc2N2CCOCC2)c1 (stereo not drawn)	-2	0.3	2	2	2	-2	-4	-8	-1	-2
COC(=O)c1cccc(N(CC(=O)NC2CCCC2)C(=O)CCC(=O)Nc2cc(C)on2)c1	0	-0.8	0	-1	3	1	1	15	-5	-6
CCOC(=O)c1c(-c2ccc(OC)c(OC)c2)csc1NC(=O)C1CCCO1 (stereo not drawn)	2	-1.2	-4	-1	-7	-6	4	-26	3	1
Cc1c(-c2nnc(-c3ccc(C(F)(F)F)cc3)o2)cnn1-c1ccccc1	0	-0.3	-1	-5	-2	8	-3	1	8	-3
Clc1ccc(CN=C(Nc2ccccc2)NC2CCCCC2)cc1	-3	-0.6	-4	2	-2	-2	3	-4	4	5
COc1ccc(N2CCN(C(=O)CNC(=O)c3ccc(Br)o3)CC2)cc1	-1	0.5	0	0	-3	1	6	0	4	2
CSc1nccc(-c2nn(-c3ccc(C)cc3)ccc2=O)n1	0	3.3	3	23*	9	-1	0	4	3	2
CSc1ccc(C(=O)N2CCC(n3nccc3NC(=O)C3CC3)CC2)cc1	0	-0.4	1	3	-3	-1	1	4	-2	0
COc1cc(N)c(Cl)cc1C(=O)OCC(=O)N1CCCC1	0	0.5	-7	3	4	-1	-8	-10	1	-4
Cc1ccc(NC(=O)Nc2ccon2)cc1	2	0.1	-1	0	1	1	-6	4	5	5
CCOc1ccc(CC(=O)NNC(=S)NC)cc1	1	-0.4	-6	-1	3	1	-4	9	0	-5
The list goes on:
SMILES	PRMT1 FP inh	proKLK7 act	LEDGF integ inh	UHRF1 binding	MBD2 inh	SIAE primary	TCR-CD3 inh	TDP2 inh	Tn7 DDE FP	Tn6 DDE FP
CCOc1ccccc1-c1ccc(C(=O)NCc2ccc(Cl)cc2)o1	-1	-9.1	2	-2	0	-35	1	4	0	-1
COc1ccc(CNC(=O)C(c2ccncc2)N(C(=O)Cc2cccs2)c2ccc(C)cc2)cc1 (stereo not drawn)	1	-0.3	-2	0	-1	8	14	0	1	1
CC(=O)Nc1ccc(C2(c3ccc(NC(C)=O)cc3)C(=O)Nc3ccccc32)cc1	7	-0.8	0	-1	5	3	2	3	2	-2
CC(C)(C)c1ccc(COC(=O)Nc2ccc(F)cc2)cc1	-4	-0.3	2	3	4	-3	8	1	5	-3
CC1ON=C(c2ccccn2)N(Cc2ccc3c(c2)OCO3)C1=O (stereo not drawn)	-2	-0.5	4	2	2	-4	-3	-10	-4	0
CC(C)C(=O)Nc1cccc(C(=O)Nc2nncs2)c1	-1	0.4	3	-2	-1	2	-1	5	1	-9
Cc1nc2ncnn2c(C)c1CCC(=O)N1CCc2ccccc2C1	-2	-0.5	3	0	0	0	4	0	3	1
Cc1nc(=O)c(-c2ccccc2)c(C)n1-c1ccccc1O	2	-0.1	-4	1	2	2	-5	-1	10	4
Clc1ccc(CCNc2ncnc3nc[nH]c23)cc1	-2	-0.1	2	2	0	-2	2	-4	-6	-12
O=C(NC1CCN(C(=O)NCc2ccccc2)CC1)c1ccccc1	8	-0.2	-1	-2	2	4	1	6	3	6
O=[N+]([O-])c1cncc([N+](=O)[O-])c1Nc1ccccc1Cl	-1	0.0	-2	1	-1	-5	3	1	1	-2
NC(=O)C1=C[C@H](c2ccc(C(F)(F)F)cc2)C[C@H](OCCCCO)O1	1	-0.1	5	-4	-1	1	6	8	-1	-2
CN1CCc2c(n(CC(O)CN(CCO)CCO)c3ccccc23)C1=O (stereo not drawn)	0	0.7	-3	-3	-7	0	1	-4	1	3
COc1ccc(-c2nc(NCCN(C)C)nc3ccsc23)c(C)c1	-2	1.1	1	0	7	11	-11	8	1	-2
Cc1noc(C)c1CCC(=O)N1CCCC(CCC(=O)NCc2ccccc2F)C1 (stereo not drawn)	3	0.8	-5	1	-5	-4	4	2	0	-14
O=c1c(/C=N/O)coc2ccc(Cl)cc12	2	-0.5	3	-2	0	-2	6	-10	-6	4
CCCCN(CC)CCNC(=O)CN1C(=O)COc2ccc(S(=O)(=O)N3CCCC3)cc21	1	-0.3	2	0	4	-2	1	3	-3	3
CCCNC(=O)N1CCCC(C(N)=O)C1 (stereo not drawn)	2	0.0	0	-3	-4	11	-7	3	-1	-2
O=C(Nc1ccc(Cl)cc1C(=O)N1CCCC1)c1cccc([N+](=O)[O-])c1	3	0.5	1	1	-1	-2	9	1	-7	-5
Cc1nnc(SCC(=O)Nc2ccc(OC(F)F)c(Cl)c2)n(N)c1=O	2	0.0	-1	-5	-2	2	-3	-2	7	7
N#Cc1cn(CCOc2ccccc2F)c2ccccc12	-2	0.3	3	-3	-7	-5	7	3	-1	-11
